TRPV1 agonist: human TRPV1 agonism | AID 540275 | TRPV1-expressing cells, Fluo-8 calcium influx, agonist mode | activation, % at 8.33 µM | actives 0.19% (n = 320,000) | Q8NER1; in the data active means activation above about 80%; inconclusive means between about 30% and that limit; further: 0% is about no effect
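Fluo-8 calcium influx in TRPV1-expressing cells, kinetic read (ex 480/em 520 nm). Compound added and read 3 min for agonist activity, followed by capsaicin at EC20 final and 2 min further read for enhancement.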
uPA surface inh: cell surface uPA generation inhibition. cell surface uPA generation assay, qHTS. Potency, µM (titrated, usually from 38.3 µM), for inactives: at the top dose activity change, negative = inhibition, most hits filed as inhibitors. AID 540303. actives 0.31% (n = 330,000); active means well fitted inhibition curve with a large enough effect; inconclusive means small, poorly fitted or top-dose-only effect; inactive means no such curve, though single readings can be large or run the other way; tested in mouse RAW 264.7 cells; further: potency means the concentration at half of the fitted maximal effect; on the % scale 0 is the no-effect control and ±100 the full control effect; nearly all actives have a fitted effect of over 55% in size
BRCA1 expr up: increases BRCA1 expression. MCF7-BRCA1-FFLuc reporter, luminescence, 48 h; response scale: scaled: vehicle 0%, 10 µM genistein 100%. Potency, µM (titrated, usually from 46.1 µM), for inactives: at the highest dose activation, hits mostly activators. actives 1.1% (n = 380,000). AID 624202; further: potency means the concentration at half of the fitted maximal effect; nearly all actives have a fitted effect of over 80% in size; some results filed as inactive show a strong effect at the top dose
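MCF7 cells carrying a BRCA1-firefly luciferase reporter (2000 cells/well, phenol-red free MEM) were attached for 2 h at 37 °C, then given compounds for 48 h. Luminescence was read 15 min after luciferase reagent; activity normalized to genistein (10 microM) and DMSO.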
p53 reactivation: restores transcriptional activity of mutant p53; H1299 p53-A138V BP100-luciferase reporter, luminescence, 24 h; Potency, µM (top dose mostly 92.2 µM), for inactives: at the highest dose activity change, positive = activation, most hits filed as activators; actives 0.063% (n = 320,000); AID 504706; further: potency means the concentration at half of the fitted maximal effect; % of control where 0% means no effect; nearly all actives have a fitted effect of over 45% in size
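H1299 (p53-null), stable ts p53-A138V + BP100-Luc; 1000 cells/well, Opti-MEM/10% FBS; cpd 4 pt, 1:5; 24 h, 37 deg C, 5% CO2; detection reagent 10 min RT; luminescence.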
ASM inhibitor: blocks human secretory acid sphingomyelinase. placental ASM, HMU-PC fluorogenic substrate, 60 min. Potency, µM (highest dose often 57.5 µM), without a hit: top-dose activity change, negative = inhibition, most hits filed as inhibitors. actives 0.006% (n = 340,000); further: potency means the concentration at half of the fitted maximal effect
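qHTS format. ASM enzyme prepared from human placenta hydrolyses the fluorogenic substrate HMU-PC0 (9 uM final) over 60 min at 37 °C after a 10 min compound preincubation.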
B2AR arrestin: agonists driving beta-arrestin recruitment to human beta2-adrenergic receptor; P07550; beta-arrestin recruitment to beta2AR, cell-based reporter; Potency, µM (top dose mostly 46.1 µM), for the others: top-dose activation, hits mostly activators; actives 0.02% (n = 330,000); AID 492947;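 further: potency means the concentration at half of the fitted maximal effect; 0% = DMSO controls and full agonism = EC100 isoproterenol or metaproterenol; nearly all actives have a fitted effect of over 65% in size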
Target sequence (P07550 whole entry, looked up): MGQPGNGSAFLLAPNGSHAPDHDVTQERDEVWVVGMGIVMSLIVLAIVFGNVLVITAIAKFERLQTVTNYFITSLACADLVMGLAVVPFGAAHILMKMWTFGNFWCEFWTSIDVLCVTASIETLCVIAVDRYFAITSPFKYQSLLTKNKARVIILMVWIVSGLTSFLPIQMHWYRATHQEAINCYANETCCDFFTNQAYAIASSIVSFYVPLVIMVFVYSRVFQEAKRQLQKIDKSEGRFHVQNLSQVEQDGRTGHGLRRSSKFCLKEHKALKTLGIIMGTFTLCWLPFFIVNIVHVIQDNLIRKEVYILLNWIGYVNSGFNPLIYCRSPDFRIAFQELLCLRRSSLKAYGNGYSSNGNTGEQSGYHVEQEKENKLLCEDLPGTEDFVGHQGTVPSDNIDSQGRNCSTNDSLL
TSG101-PTAP inh: blocks PTAP/TSG101 interaction to inhibit HIV-1 budding | Fluorescence polarization, FITC-PTAP peptide / Tsg101 binding | Q99816 | 340,000 tested, under 10 active | Potency, µM (series often up to 115 µM), for the others: at the highest dose activity change, negative = inhibition, most hits filed as inhibitors | AID 493005; active means well fitted inhibition curve with a large enough effect in the main read-out, with a control signal flat, not every such curve was filed as active; inconclusive means small, poorly fitted or top-dose-only effect, or effect the other way, or a change in a side signal; inactive means no such curve, though single readings can be large or run the other way; further: potency means the concentration at half of the fitted maximal effect; % of control where 0% means no effect
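Compounds were pin-transferred onto Tsg101 binding domain (10 uM final) in HEPES pH 7.5 buffer, then FITC-PTAP peptide was added at 50 nM final. After 20 min at RT, polarization reported peptide displacement across a qHTS concentration series.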
a7 integrin act: integrin-mediated muscular dystrophy alleviation activation. alpha7betagal myoblasts, beta-gal FDG fluorescence, 48 h. actives 0.064% (n = 350,000). Potency, µM (titrated, usually from 38.3 µM), for the others: at the top dose activation, usual class: activators;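 further: potency means the concentration at half of the fitted maximal effect; 100% = response of the positive control SU9516; nearly all actives have a fitted effect of over 60% in size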
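alpha7betagal+/- myoblasts (passage 13, 250/well) treated 48 h at 37C with compounds at 1:260 dilution of DMSO stock. Lysed, then beta-galactosidase activity read as FDG fluorescence (ex 480/em 540) after 30 min, with pre-read for autofluorescence.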
ELG1 genotox: genotoxicity induction in ELG1-luciferase HEK293T cells; AID 504466; actives 1.3% (n = 330,000); HEK293T ELG1-luciferase reporter, luminescence, 16 h; Potency, µM (top dose mostly 46 µM), for the others: top-dose activity change, positive = activation, most hits filed as activators; further: potency means the concentration at half of the fitted maximal effect; % of control where 0% means no effect; nearly all actives have a fitted effect of over 60% in size
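16 hr compound incubation (37 °C, 5% CO2) of HEK293T cells carrying luciferase-tagged ELG1; luciferase then measured by ONE-Glo luminescence after 30 min at RT.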
Eya2 inh: Eya2 (human) phosphatase inhibition | O00167 | recombinant Eya2, OMFP fluorescence dephosphorylation (OMFP is methylfluorescein phosphate) | Potency, µM (titrated, usually from 76.9 µM), without a hit: at the top dose activity, negative = inhibition, actives largely listed as inhibitors | actives 0.006% (n = 330,000) | AID 488837; further: potency means the concentration at half of the fitted maximal effect; on the % scale 0 is the no-effect control and ±100 the full control effect
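Eya2 (0.2 uM) preincubated 10 min at ambient with compound, then OMFP substrate added at 50 uM; 10 min reaction in 50 mM HEPES pH 7.5, 50 mM NaCl, 5 uM MgCl2, 0.05% BSA, 1 mM DTT. Fluorescence read at Ex 485/Em 525 nm.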
USP2a inh: USP2a (human) protease inhibition; AID 463254; O75604; actives 0.01% (n = 330,000); Potency, µM (top dose mostly 38.3 µM), without a hit: at the top dose activity change, negative = inhibition, actives largely listed as inhibitors; USP2 core, Ub-CHOP2 coupled fluorogenic reporter, 485/531;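 further: potency means the concentration at half of the fitted maximal effect; plate controls were DMSO wells for no effect and full inhibition by NEM control for full effect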
Target sequence (O75604 whole entry, looked up): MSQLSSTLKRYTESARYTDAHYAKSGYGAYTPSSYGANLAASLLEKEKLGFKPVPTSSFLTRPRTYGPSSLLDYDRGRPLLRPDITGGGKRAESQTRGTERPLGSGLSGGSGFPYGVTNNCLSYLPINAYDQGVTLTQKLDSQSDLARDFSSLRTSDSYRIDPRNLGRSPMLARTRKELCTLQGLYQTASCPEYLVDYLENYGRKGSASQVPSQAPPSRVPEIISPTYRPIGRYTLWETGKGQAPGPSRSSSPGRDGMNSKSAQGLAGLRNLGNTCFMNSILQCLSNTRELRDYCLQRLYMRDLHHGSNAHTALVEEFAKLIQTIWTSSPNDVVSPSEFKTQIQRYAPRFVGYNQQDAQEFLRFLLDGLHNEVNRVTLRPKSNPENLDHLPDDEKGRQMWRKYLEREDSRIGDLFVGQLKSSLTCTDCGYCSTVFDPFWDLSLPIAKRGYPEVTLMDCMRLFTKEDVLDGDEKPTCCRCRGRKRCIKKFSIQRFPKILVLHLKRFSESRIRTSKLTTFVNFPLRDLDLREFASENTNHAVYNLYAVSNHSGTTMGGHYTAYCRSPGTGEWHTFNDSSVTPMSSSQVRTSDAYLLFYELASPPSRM
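Deubiquitinase activity read as fluorescence (485/531 nm) after Ub-CHOP2 cleavage activates the enterokinase reporter on its substrate; USP2 core 10nM, Ub-CHOP2 and substrate 25nM each, 30min compound preincubation then 60min RT; data normalized to NEM, curves fitted.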
The depositor's hits bear a star; ? = inconclusive; · = no result given; & = joins results of further samples; [ ] = remark or other dose. Unless noted, the call rests on the fitted dose curve; in most records, active means well fitted curve in the direction sought with a large enough effect; inconclusive means small, poorly fitted or top-dose-only effect, or another doubt; inactive means no such curve, though single readings can be large; an effect the other way counts as inactive or inconclusive.

SMILES	TRPV1 agonist	uPA surface inh	BRCA1 expr up	p53 reactivation	ASM inhibitor	B2AR arrestin	TSG101-PTAP inh	a7 integrin act	ELG1 genotox	Eya2 inh	USP2a inh
O=C(CSc1nc2ccccc2[nH]1)NCc1ccccc1	?	10%	79%	·	1%	-1.2%	-2%	?	9%	-5%	1%
COc1ccccc1CCc1nnc(CCC(=O)NCC[C@@H]2C[C@@H]3C=C[C@H]2C3)o1	5	0%	-10%	6%	1%	-0.1%	0%	2%	-2%	-8%	1%
O=c1c2ccccc2nc2n1C(CSCc1ccccc1)CS2 (stereo not drawn)	17	-10%	-41%	-1%	0%	-0.1%	-5%	0%	?	-7%	1%
O=C1CC(c2ccccc2)CCc2sccc2N1 (stereo not drawn)	8	-6%	0%	-3%	1%	-1.1%	-3%	6%	2%	-4%	-1%
Cc1nn(C(C)C(=O)NC(C)CCc2ccccc2)c(=O)c2cc3occc3n12 (stereo not drawn)	5	3%	16%	1%	-1%	3.2%	1%	8%	-4%	-7%	3%
O=C(C=C(C(=O)c1ccccc1)c1ccccc1)c1ccccc1	·	-6%	-11%	·	-3%	·	-1%	-55%[inhibitor]	·	·	·
COc1ccc(OC)c(NC(=O)c2ccc(OC3CSC3)cc2)c1	5	-4%	-6%	3%	-3%	0.0%	-3%	-21%	23%	7%	8%
O=C(Nc1cccc(C(=O)N2CCOCC2)c1)C1CCCC1	·	-1%	-3%	·	4%	·	1%	25%	·	·	·
COc1ccc(NS(=O)(=O)c2ccc(C)c(C(=O)NCCCN3CCCC3=O)c2)cc1	3	1%	5%	-4%	4%	-2.3%	-1%	-24%	0%	23%	2%
Cc1ccc(/C=C/S(=O)(=O)NCCC(=O)NCc2ccc(F)cc2)cc1	-1	2%	-14%	-4%	0%	0.4%	-3%	?	-1%	0%	1%
Cn1c2ccccc2c(=O)c2ccc(C#Cc3ccc(N)cc3)cc21	2	6.3µM*	49%	·	133%[activator]	-0.6%	7%	-31%	5%	19%	1%
COc1ccc(S(=O)(=O)N2CCCC(C(F)(F)F)C2)cc1 (stereo not drawn)	-1	7%	-4%	23%	1%	0.0%	-3%	-8%	-1%	-16%	-2%
Brc1ccc(-c2ccc(/C=N/Nc3nc(N4CCOCC4)nc(N4CCOCC4)n3)o2)cc1	1	-1%	-36%	-6%	182%[activator]	-1.0%	-3%	-15%	-6%	0%	0%
CCOc1ccccc1/C=C/c1onc(C)c1S(=O)(=O)N1CCC(C(=O)NC(C)(C)C)CC1	?	2%	-4%	-5%	-1%	0.0%	-6%	14%	-9%	-4%	-4%
CN(C)CCN(C(=O)c1cccs1)c1nc2cc3c(cc2s1)OCCO3	0	-2%	11µM*	23%	·	-0.1%	0%	-6%	?	0%	-1%
O=C(Nc1nc2nccc(-c3ccccc3)n2n1)c1ccc(F)cc1	-6	3%	4%	1%	0%	2.7%	3%	25%	1%	1%	0%
CC(C)Oc1cccc(C(=O)O)c1	-3	·	-2%	2%	5%	-0.5%	-3%	11%	0%	7%	1%
Cc1cc(C(F)(F)F)c(C#N)c(SCC(=O)Nc2nc3cc(Br)ccc3s2)n1	-19	1%	-76%[inhibitor]	?	-18%	-1.3%	-1%	-19%	5%	8%	4%
O=C1CCCC(=NCc2ccco2)C1	3	15%	18%	2%	5%	-0.7%	-1%	-11%	3%	3%	-1%
Cc1cc(/C=N/NC(N)=O)c(C)c(CO)c1	-1	6%	13%	-6%	-2%	-0.3%	0%	29%	4%	11%	-1%
Cc1c(-c2ccccc2)n[nH]c1C(=O)NN	3	-1%	?	7%	1%	0.3%	-2%	-22%	?	-1%	-5%
CCOC(=O)c1ccccc1OCc1cc(/C=N/NC(=O)c2cccnc2)ccc1OC	13	-8%	-42%	2%	-9%	-0.5%	-3%	0%	-14%	-26%	6%
CC(C)C(=O)NCCn1ccc2ccccc21	4	3%	3%	-3%	-6%	-0.6%	-1%	-5%	2%	1%	1%
CCOC(=O)C1CCCN(c2c(NCCCN3CCCC(C)C3)c(=O)c2=O)C1 (stereo not drawn)	-2	3%	?	-4%	-6%	-0.6%	0%	0%	3%	31%	0%
Cc1cccc2c3c([nH]c12)C(=O)CC(C)(C)S3	11	·	0%	5%	94%[activator]	0.3%	1%	-17%	-3%	3%	0%
CN1CCC(=NNC(=O)C(=O)NC(C)(C)C)CC1	6	-5%	4%	0%	4%	-0.4%	-4%	9%	0%	17%	4%
CN1CCN(CCC(=O)Nc2cccc(Br)c2)CC1	-1	1%	3%	-3%	6%	-0.3%	-4%	24%	1%	4%	4%
CCOc1ccc(OCCSc2nnnn2C2CCCCC2)cc1	24	-2%	9%	1%	-11%	-0.6%	-5%	0%	2%	5%	0%
CCC(=O)Nc1ccc(NC(=O)c2ccco2)cc1	-2	?	2.5µM*	13%	-2%	-0.1%	-9%	-1%	?	-7%	2%
c1ccc(CSc2nnc3ccc(-c4ccncc4)nn23)cc1	7	1%	14%	3%	-1%	-0.1%	2%	-13%	9%	-3%	-1%
CC(=O)N1CCN(C(=O)C2CCN(S(=O)(=O)c3ccccc3C(F)(F)F)CC2)CC1	·	-5%	-7%	-3%	-3%	0.4%	-3%	0%	9%	-14%	2%
CN(CCOc1ccccc1)C(=O)C1CCC(=O)N(CCCN2CCCC2=O)C1 (stereo not drawn)	-1	-4%	16%	0%	5%	-0.4%	-3%	-13%	6%	0%	1%
CCC(C)[C@H](NC(=O)Nc1ccccc1F)C(=O)O (stereo partly drawn)	-2	1%	-4%	-1%	5%	-0.4%	1%	18%	-3%	13%	1%
Cc1ccc(C)c(-n2nnnc2SCC(=O)c2c(N)n(C)c(=O)n(C)c2=O)c1	-6	·	·	4%	·	0.2%	·	·	2%	7%	0%
COCCn1c(=O)[nH]c2cc(C(=O)N3CCN(c4ccc(OC)cc4)CC3)ccc2c1=O	-4	3%	-32%	0%	11%	-0.6%	0%	6%	-3%	-10%	-1%
O=C(O)CSc1nnc(-c2ccc3c(c2)OCO3)o1	1	·	-61%	-11%	7%	-0.1%	-2%	11%	1%	2%	5%
CC(C)Nc1ccc(C(CC(N)=O)NC(=O)Cc2ccc(Br)cc2)cc1[N+](=O)[O-] (stereo not drawn)	-1	?	-22%	-3%	-12%	-0.3%	-1%	-27%	-2%	-9%	2%
COC(=O)C1CCN(S(C)(=O)=O)CC1	8	-3%	-10%	-4%	-1%	2.8%	-1%	20%	-1%	4%	-1%
CCCn1c(=O)c2[nH]c(C3CCCC3)nc2n(CCC)c1=O	21	-10%	13%	-1%	4%	-0.3%	2%	·	2%	-1%&3%	2%
Cn1c(C(=O)N2CCCC(C(=O)NCCCSC3CCCCC3)C2)cc2sccc21 (stereo not drawn)	3	-6%	-80%[inhibitor]	4%	-9%	-0.7%	1%	-12%	-14%	-6%	1%
COc1c2ccoc2c(OC[C@@H](O)C(C)(C)OC)c2oc(=O)ccc12	10	11%	-25%	-7%	266%[activator]	?	5%	15%	1%	-9%	0%
O=C(CCCN1C(=O)NC2(CCCC2)C1=O)NCc1ccccc1	1	3%	-6%	-8%	0%	0.0%	-2%	13%	3%	7%	5%
Cc1cnn(C(=O)c2cc(-c3ccccn3)nc3ccc(Cl)cc23)c1	0	-4%	-11%	-3%	3%	-0.5%	-5%	22%	-1%	6%	2%
COc1nc(NCCO)nc(Nc2ccc([N+](=O)[O-])cc2)n1	2	2%	-5%	-15%	0%	-0.6%	-1%	15%	0%	2%	4%
COc1ccc(S(=O)(=O)N2N=C(c3ccc(NS(C)(=O)=O)cc3)CC2c2ccco2)cc1 (stereo not drawn)	1	-11%	-43%	-5%	0%	0.4%	1%	-25%	-9%	1%	-10%
N#Cc1ccccc1S(=O)(=O)N1CCN(C(=O)c2ccc(-n3cncn3)c([N+](=O)[O-])c2)CC1	0	0%	-2%	0%	3%	-0.2%	-3%	19%	0%	-19%	-5%
O=C(CCNC(=O)c1ccccc1Cl)Nc1cccc(S(=O)(=O)N2CCOCC2)c1	-6	11%	0%	3%	-7%	0.1%	-5%	0%	0%	-10%	-5%
CN(CCc1ccccc1)C(=O)c1ccc(NC(=O)Cc2cccc([N+](=O)[O-])c2)cc1	·	5%	-4%	-2%	-5%	-0.2%	-2%	18%	-5%	-4%	-4%
COc1ccc(CNC(=O)Cn2cc(C)c(=O)[nH]c2=O)cc1	·	6%	0%	·	7%	·	0%	17%	·	·	·

From PubChem
